Screening data as filed in PubChem.
MsrA inhibitor – inhibitors of bovine MsrA; purified bovine MsrA, absorbance read-out; inhibition, % at 15.5 µM; 360,000 compounds, 0.75% hits; AID 651718; in the data active = inhibition above about 4.5%;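 note: 0% = vehicle wells with enzyme and 100% = reference inhibitor wells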
Scp-1 inhibitor – Scp-1 (human) phosphatase inhibition; Recombinant Scp1, phosphopeptide, malachite green phosphate absorbance; 340,000 compounds, 0.88% hits; Q9GZU7; inhibition, % at 20 µM;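 active = inhibition above about 50% at 20 µM, limit read from the data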;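 note: plate controls were DMSO wells with enzyme for no effect and wells lacking enzyme for full effect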
Target sequence (Q9GZU7 76-261 limits assumed): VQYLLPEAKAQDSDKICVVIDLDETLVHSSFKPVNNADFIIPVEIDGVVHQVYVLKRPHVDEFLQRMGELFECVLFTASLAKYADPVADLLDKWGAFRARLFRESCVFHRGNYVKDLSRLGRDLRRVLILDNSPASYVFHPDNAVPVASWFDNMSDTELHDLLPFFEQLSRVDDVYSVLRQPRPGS
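Assay system: SCP-1 catalytic fragment, aa 76-261 | Buffer or medium: Tris acetate buffer pH 5.5 with MgCl2 and Tween-20 | Compound: One concentration, 20 µM, with 1.0% DMSO | Also added: Phospho 17-mer peptide substrate | Signal: Absorbance at 630 nm | Incubation: 45 min enzyme reaction at room temperature | Measure: % inhibition of SCP-1 phosphate liberation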
NadD block – NadD (S. aureus) enzyme inhibition; AID 602399; 360,000 compounds, 0.78% hits; purified NadD enzyme, colorimetric absorbance read-out; inhibition, % at 20 µM; in the data active = inhibition above about 26%; note: some compounds past the cut are filed as inactive
LMPTP inh – LMPTP (human) inhibition; recombinant LMPTP-A, OMFP fluorogenic substrate, fluorescence intensity; inhibition, % at 20 µM; 360,000 compounds, 0.22% hits; AID 651560;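 active = compounds that cut the enzyme signal by at least half of the control window in the single-dose screen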;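 note: plate controls were DMSO wells with enzyme plus substrate for no effect and substrate without enzyme for full effect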
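Assay system: LMPTP-A phosphatase enzyme | Input: 0.625 nM enzyme | Also added: Fluorogenic phosphatase substrate OMFP at 400 µM final | Compound dosing: One test concentration per compound, 20 µM, with 3% DMSO overall | Schedule: 50 min enzyme reaction at room temperature, protected from light | Signal: Fluorescence intensity | Benchmarks: no-enzyme and uninhibited controls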
Rpn11 block – Rpn11 (human) deubiquitinase inhibition; human 26S proteasome, Ub4-pepOG fluorescence polarization; 20S core pre-blocked with epoxomicin; calls only at 20 µM; 360,000 compounds, 0.59% hits;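 active = inhibition at 20 µM, scaled to each plate's controls, above about 33%, limit read from the data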
Target sequence (O00487 whole entry, looked up): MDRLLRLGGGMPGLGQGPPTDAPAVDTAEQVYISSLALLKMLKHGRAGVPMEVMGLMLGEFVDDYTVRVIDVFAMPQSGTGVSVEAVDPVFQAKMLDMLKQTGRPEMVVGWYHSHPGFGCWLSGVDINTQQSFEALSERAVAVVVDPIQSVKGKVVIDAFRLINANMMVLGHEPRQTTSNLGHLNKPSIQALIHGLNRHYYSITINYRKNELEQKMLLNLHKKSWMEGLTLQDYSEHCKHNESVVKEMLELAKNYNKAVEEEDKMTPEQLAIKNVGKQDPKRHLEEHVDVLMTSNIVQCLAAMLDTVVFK
STEP inh – STEP (human) phosphatase inhibition; 360,000 compounds, 0.25% hits; inhibition, % at 20 µM; recombinant STEP, OMFP fluorogenic substrate, fluorescence; P54829;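 active = inhibition at 20 µM, scaled per plate between control wells, above about 37%, limit read from the data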;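 note: 0% = DMSO with enzyme and substrate and 100% = substrate only without enzyme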
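Assay system: isolated STEP enzyme. Buffer or medium: pH 6.0 Bis-Tris with DTT and Tween 20. Also added: fluorogenic phosphatase substrate OMFP at 25 µM final. Dosing: 20 µM, 1% DMSO. Timing: 20 min reaction, room temperature, in the dark. Measured by: fluorescence intensity, excitation 480 nm, emission 540 nm. Evaluation: normalized % inhibition.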
Tb MetRS inh – blocks T. brucei methionyl-tRNA synthetase activity; 360,000 compounds, 0.4% hits; purified T. brucei MetRS, ATP depletion, Kinase-Glo luminescence; AID 624268; inhibition, % at 11.9 µM;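 active = inhibition above a per-plate cutoff of the control wells' mean inhibition plus 3 SD, cut at about 5.5% in these data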;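 note: 0% = DMSO wells median and 100% = median of wells with control inhibitor compound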
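assay system = parasite MetRS enzyme | timing = 15 min preincubation, 2 h reaction, all 25 °C | evaluation = percent inhibition relative to median high and low control wells | medium = HEPES buffer containing pyrophosphatase, BSA, spermine, DTT | compound = single dose, 11.9 µM final nominal, 0.9% final DMSO | detection = Kinase-Glo luminescence, ATP depletion format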
SUMO1-SIM PPI – SUMO1-SIM interaction modulation | inhibition, % at 20 µM | 360,000 compounds, 0.33% hits | P63165 | SUMO1 binding to a labelled peptide, TR-FRET, 1 h | AID 602429; in the data active = inhibition above about 37%
Target sequence (P63165 whole entry, looked up): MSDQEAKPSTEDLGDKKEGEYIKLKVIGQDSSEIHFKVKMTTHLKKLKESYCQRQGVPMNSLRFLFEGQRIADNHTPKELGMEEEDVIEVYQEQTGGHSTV
CSN deneddyl inh – inhibitors of human CSN-mediated cullin deneddylation; Purified CSN, SCF-Nedd8-OG deneddylation, fluorescence polarization; Q92905; 360,000 compounds, 0.38% hits; inhibition, % at 12.5 µM;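 active = pattern-corrected inhibition above about 35%, with an unprinted fluorescence ratio check between 0.5 and 1.5, limit read from the data, passing the limit was not always enough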;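 note: 0% = enzyme with substrate and 100% = substrate without enzyme; some results filed as inactive read as strong as hits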
Target sequence (Q92905 whole entry, looked up, one chain of several): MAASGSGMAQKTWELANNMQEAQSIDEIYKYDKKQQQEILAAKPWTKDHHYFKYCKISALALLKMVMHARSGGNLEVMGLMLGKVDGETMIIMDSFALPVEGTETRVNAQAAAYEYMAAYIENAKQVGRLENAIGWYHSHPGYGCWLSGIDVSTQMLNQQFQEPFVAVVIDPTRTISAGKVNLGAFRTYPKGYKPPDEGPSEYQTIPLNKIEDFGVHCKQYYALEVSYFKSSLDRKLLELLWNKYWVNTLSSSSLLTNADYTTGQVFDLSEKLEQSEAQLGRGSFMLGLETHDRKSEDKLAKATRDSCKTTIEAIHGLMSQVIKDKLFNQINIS
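Detection – fluorescence polarization · System – HEK293T-derived human Csn5 enzyme · Controls – substrate-only high control, full reaction low control · Timing – 90 min, room temperature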
DNMT1 inh – blocks human DNA methyltransferase DNMT1; P26358; DNMT1 molecular beacon, Hinp1I cleavage, fluorescence; inhibition (reported as % activation of signal), % at 10 µM; 360,000 compounds, 0.83% hits; AID 588458; in the data active = inhibition above about 50%
An asterisk follows results filed as active; i = inactive; · = not tested or not shown.

Structure	MsrA inhibitor	SUMO1-SIM PPI	STEP inh	LMPTP inh	Rpn11 block	Scp-1 inhibitor	Tb MetRS inh	CSN deneddyl inh	DNMT1 inh	NadD block
CCOC(=O)Nc1cccc(OCC(=O)Nc2ccccc2OC)c1	0.4	2	-4	2.3	i	-5	-0.4	2	12	-9
O=C(NC(=S)N1CCN(Cc2ccccc2)CC1)c1ccco1	1.8	0	-3	-1.7	i	-5	-0.7	0	-4	-3
C[C@@H]1CN([C@@H](C)CO)C(=O)CCCn2nncc2CO[C@@H]1CN(C)C(=O)c1ccccc1	-1.2	0	-2	-1.8	i	·	0.0	-3	-2	-7
COc1ccc(/C=C2/SC(=O)N(CCC(=O)Nc3ccc(S(=O)(=O)Nc4nccs4)cc3)C2=O)cc1	4.5	-5	1	4.4	i	-4	0.6	0	-2	69*
CN(C)S(=O)(=O)c1ccc(Oc2ccc(S(=O)(=O)N(C)C)cc2)cc1	·	-1	-2	0.5	i	-8	0.8	-4	3	1
CC(=O)NC(c1cccc(F)c1)c1nc(-c2ccccc2C)cs1 (configuration not stated)	-0.8	0	0	0.3	i	·	-0.3	5	-9	-2
N=c1oc2ccccc2cc1C(=O)N/N=C/c1ccccc1	0.7	-26	2	-0.4	i	-4	-0.6	3	-8	0
COc1ccccc1CNC(=O)COC(=O)c1cc(=O)[nH]c2ccccc12	1.9	-22	2	1.1	i	-2	-0.3	2	0	-8

Structure	MsrA inhibitor	SUMO1-SIM PPI	STEP inh	LMPTP inh	Rpn11 block	Scp-1 inhibitor	Tb MetRS inh	CSN deneddyl inh	DNMT1 inh	NadD block
CCC(C)SCc1nc2ccccc2[nH]1 (configuration not stated)	0.6	2	-1	0.3	i	-13	0.4	4	3	-2
Cc1c(Cc2ccccc2)c(=O)oc2cc(OCC(N)=O)ccc12	4.0	6	-2	0.3	i	-9	0.6	-4	0	-6
CN(Cc1c(F)cccc1Cl)C(=O)CNC(=O)c1sc2ccccc2c1Cl	-0.1	-10	3	4.7	i	0	-0.6	-3	1	-13
NS(=O)(=O)c1ccc(CCNC(=O)CSc2nc3ccccc3c(=O)n2CC2CCCO2)cc1 (configuration not stated)	0.6	-2	-3	-2.2	i	-7	0.2	-1	2	0
COc1ccccc1C(=O)NCCC(=O)NC1CCCC(C)C1C (configuration not stated)	2.2	5	-1	-2.7	i	-2	0.0	-4	2	2
CCN1CCN(c2ccc(S(=O)(=O)N3CCOCC3)cc2NC(=O)/C=C/c2ccc(C)cc2)CC1	1.4	-8	0	0.5	i	-6	0.3	1	-1	-3
COc1ccc(-n2nc3c(N4CCC(C(=O)N5CCC(C)CC5)CC4)nnc(C)c3c2C)cc1	-0.3	-8	-5	4.8	·	0	0.6	64*	1	6
Cc1nc(SCc2ccc(C(=O)O)cc2)nc2c1CCCC2	0.7	2	2	1.0	i	1	-1.0	-11	3	-1

Structure	MsrA inhibitor	SUMO1-SIM PPI	STEP inh	LMPTP inh	Rpn11 block	Scp-1 inhibitor	Tb MetRS inh	CSN deneddyl inh	DNMT1 inh	NadD block
O=C(NC1CCN(Cc2ccc(F)cc2)CC1)c1ccccc1	1.4	1	-2	-1.2	i	-3	-1.1	0	3	-4
Cc1sc(NC(=O)/C=C/c2ccco2)c(C(=O)O)c1C	2.4	-21	-1	-1.7	i	11	-0.3	3	8	-4
CCn1nc(C)c(CN2CCCC(CO)(Cc3ccccc3)C2)c1C (configuration not stated)	-1.0	-2	0	0.0	i	1	-1.5	-5	0	-3
Cc1ccccc1C(=O)NNC(=O)CSc1nnc(-c2ccncc2)n1-c1ccccc1	-1.1	0	-3	-1.0	i	3	-1.0	-4	-1	-3
CCCN(C(=O)C1CCCN(c2ncnc3c2nc2n3CCCCC2)C1)c1ccc(F)cc1 (configuration not stated)	-0.6	0	3	0.3	i	23	0.2	-3	-2	13
COc1ccc(S(=O)(=O)NCc2ccccn2)cc1NC(=O)c1ccccc1C	-2.1	-3	0	-1.2	i	1	-0.7	1	7	1
CCOC(=O)N1CCN(C(=O)CS(=O)(=O)Cc2nc(-c3ccccc3F)oc2C)CC1	-0.6	1	0	-0.6	i	1	0.2	7	2	4
COc1ccc(NC(=O)CSc2nnc(-c3cccc(O)c3)o2)cc1	1.2	-3	-2	-0.2	i	-1	-0.3	0	-1	-5

Structure	MsrA inhibitor	SUMO1-SIM PPI	STEP inh	LMPTP inh	Rpn11 block	Scp-1 inhibitor	Tb MetRS inh	CSN deneddyl inh	DNMT1 inh	NadD block
COc1cccc(NC(=S)N(CCc2c(C)[nH]c3ccccc23)Cc2cccs2)c1	-0.7	6	2	5.1	i	-3	-0.6	2	-21	0
Cc1cc2n(n1)C(c1ccccc1Cl)Nc1ccccc1-2 (configuration not stated)	0.5	4	-1	1.2	i	-5	0.6	-1	-3	-1
Cc1cccc(NCC(=O)N/N=C/c2ccc(Br)cc2)c1	0.1	1	-4	0.1	i	0	-0.9	-5	11	-3
Cc1cccc(OCc2nnc(NC(=O)Cc3cccs3)s2)c1	0.0	0	2	0.8	i	1	-1.1	-1	7	-2
CC(C)C(=O)Nc1cccc(-c2nc3ncccc3o2)c1	1.7	2	0	-0.3	i	-1	-0.7	-5	1	-3
CC1=Nc2cccc3cccc(c23)N1	0.9	5	-1	31	i	-12	-0.2	-7	-28	12
COC(=O)c1ccc(=O)n(Cc2ccco2)c1	1.1	-1	5	1.4	i	3	-0.2	0	1	1
N#Cc1c(-c2ccccc2)ccn(Cc2ccccc2Cl)c1=O	1.1	-12	0	1.8	i	-7	-1.2	0	3	2

Continued (three carried over from the part before).
Structure	MsrA inhibitor	SUMO1-SIM PPI	STEP inh	LMPTP inh	Rpn11 block	Scp-1 inhibitor	Tb MetRS inh	CSN deneddyl inh	DNMT1 inh	NadD block
CC1=Nc2cccc3cccc(c23)N1	0.9	5	-1	31	i	-12	-0.2	-7	-28	12
COC(=O)c1ccc(=O)n(Cc2ccco2)c1	1.1	-1	5	1.4	i	3	-0.2	0	1	1
N#Cc1c(-c2ccccc2)ccn(Cc2ccccc2Cl)c1=O	1.1	-12	0	1.8	i	-7	-1.2	0	3	2
Cc1cc(C(=O)Nc2cccc3c2O[C@H](CN(C)CC2CC2)[C@@H](C)CN([C@H](C)CO)C3=O)n(C)n1	0.0	5	-1	-0.8	i	-6	-0.1	3	5	-1
Cc1cc(NC(=O)c2cc(-c3ccco3)on2)no1	0.6	-5	-2	-1.4	i	-9	-0.2	6	-1	-2
Cc1ccn2c(C(=O)c3ccc(Cl)cc3)cnc2c1	0.8	2	7	-0.2	i	-6	-0.3	2	3	-4
Cc1ccc(-c2cc(C(=O)Nc3ccc(S(=O)(=O)Nc4nccs4)cc3)c3ccccc3n2)c(C)c1	1.7	1	1	1.5	i	6	-0.2	5	-30	63*
CCOc1ccc(C2CC(c3cccc(C)c3)n3ncnc3N2)cc1 (configuration not stated)	-0.8	2	2	-1.6	i	-1	-0.4	0	3	-1
O=C(Nc1ccc(N2CCCCC2)cc1)c1cc(S(=O)(=O)N2CCOCC2)ccc1F	0.3	-3	-2	-0.6	i	-4	0.0	-1	-4	0
C=CCOc1ccc(CN(C)CC(=O)Nc2ccc3c(c2)CCC3)cc1	-0.6	1	-3	-0.2	i	-4	-0.1	-1	6	0
CCN(C(=O)COC(=O)c1nc(Cl)ccc1Cl)C1CCS(=O)(=O)C1 (configuration not stated)	-0.1	2	0	-1.2	i	-4	-0.3	0	-1	4

Structure	MsrA inhibitor	SUMO1-SIM PPI	STEP inh	LMPTP inh	Rpn11 block	Scp-1 inhibitor	Tb MetRS inh	CSN deneddyl inh	DNMT1 inh	NadD block
COc1cccc(-n2nnc3c(=O)n(CC(=O)OCc4ccccc4)cnc32)c1	0.9	-1	-2	-1.3	i	-7	-1.5	1	2	-5
O=C(CN1C(=O)C(=O)c2ccccc21)c1ccccc1	-0.7	-36	-1	-1.2	i	-7	-0.8	-2	0	-7
CN(C)C(CNC(=O)Cc1cccc(C(F)(F)F)c1)c1ccco1 (configuration not stated)	-0.2	-4	1	-0.7	i	1	1.2	4	-2	1
Cc1ccc(OCCn2c(Br)nc3c2c(=O)n(C)c(=O)n3C)cc1	-0.2	2	0	-0.3	i	-6	-0.8	-4	7	4
CN1CCN(c2nc(-c3ccc(Cl)cc3Cl)nc3ccccc23)CC1	-0.1	0	2	0.3	i	-8	-0.9	4	-3	-10
Cc1ccc(C)c(NC(=O)CSc2nnc(-c3ccncc3)o2)c1	-0.1	2	0	0.8	i	-3	0.3	-2	0	0
CS(=O)(=O)N(CC(=O)NC1CC2CCC1C2)c1cccc(C(F)(F)F)c1 (configuration not stated)	0.8	-6	3	-1.3	i	-10	-0.7	1	3	-4
CCOC1=C2[C@@H](CN(S(=O)(=O)c3ccccc3)[C@H]2c2ccccc2)[C@H]2C(=O)N(c3ccccc3)C(=O)[C@H]2C1	-0.4	0	0	0.6	i	·	-0.3	1	3	-6
CCOc1ccc(C=NNc2ccc(S(=O)(=O)Nc3ccccc3C(=O)O)cc2[N+](=O)[O-])cc1OC	·	25	98*	37	i	72*	-0.1	-4	-6	21
CC(C)CCN1CCN(Cc2cccc(-n3cccn3)c2)CC1CCO (configuration not stated)	-0.2	-1	-2	-2.4	i	-6	-0.2	0	-3	-6
